ST2 inh – inhibitors of human ST2 (IL1RL1) binding to IL-33, primary screen, biochemical, AlphaLISA. Interleukin-1 receptor-like 1 (Homo sapiens), Q01638. AlphaLISA ST2-Fc/biotin-IL-33 interaction, 1 h. inhibition, % for hits at 17 µM. actives 2.3% (n = 78,000); in the data active = inhibition above about 30%; inconclusive = mostly about 10% to 28%
Target sequence (Q01638 whole entry, looked up): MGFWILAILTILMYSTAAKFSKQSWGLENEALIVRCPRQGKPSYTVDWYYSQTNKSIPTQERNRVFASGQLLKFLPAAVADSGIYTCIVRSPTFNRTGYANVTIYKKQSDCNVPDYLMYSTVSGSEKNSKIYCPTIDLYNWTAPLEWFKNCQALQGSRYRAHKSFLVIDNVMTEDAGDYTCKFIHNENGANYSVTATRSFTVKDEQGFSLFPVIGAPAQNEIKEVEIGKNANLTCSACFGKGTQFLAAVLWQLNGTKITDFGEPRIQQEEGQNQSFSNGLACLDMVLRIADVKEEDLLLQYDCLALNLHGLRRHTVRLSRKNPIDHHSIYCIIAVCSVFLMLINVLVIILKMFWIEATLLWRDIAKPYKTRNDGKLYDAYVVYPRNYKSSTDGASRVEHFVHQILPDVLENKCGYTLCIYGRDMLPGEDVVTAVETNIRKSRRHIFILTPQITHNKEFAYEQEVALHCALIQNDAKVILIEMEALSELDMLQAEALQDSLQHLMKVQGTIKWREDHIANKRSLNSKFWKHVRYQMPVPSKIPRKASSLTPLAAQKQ
Numbers without * were called inactive; i = inactive; ? = inconclusive. The list is partial; rates above refer to the full screens.

structure | ST2 inh
CC1=C(C(=O)O)/C(=C\CO[C@@H]2O[C@H](CO)[C@@H](O)[C@H](O)[C@H]2O)C(OC(=O)/C=C/c2ccc(O)cc2)C1 (stereo partly specified) | i
O=C1c2cccnc2C(O)N1Cc1ccco1 (stereo unspecified) | ?
CSc1ccccc1NC(=O)c1noc2c1CC(C(C)(C)C)CC2 (stereo unspecified) | i
O=C(O)c1cc2n(n1)CCCN(C(=O)c1c(F)ccc(F)c1F)C2 | ?
c1c2c(cc3sc(N4CCCC4)nc13)OCCO2 | i
Cc1c(Nc2c3c(c(C#N)c4nc5ccccc5n24)CCC3)c(=O)n(-c2ccccc2)n1C | ?
O=C(Cc1cccs1)Nc1ccc(F)cc1 | i
Cc1ccc(-c2nc(CSc3nc(C)c(C)c(=O)[nH]3)no2)cc1 | i
Cc1ccccc1S(=O)(=O)Nc1c(C)n(C)n(-c2ccccc2)c1=O | i
Clc1ccc(-c2cnc3ccccc3n2)cc1 | i
CC(C)c1ccc(OCC(O)CN2CCN(Cc3ccc4c(c3)OCO4)CC2)cc1 (stereo unspecified) | i
COc1ccc(Nc2cc(C)nc(Nc3ccc(NC(=O)CC(C)(C)C)cc3)n2)cc1 | ?
COc1ccc(N2C(=O)C(O)=C(C(C)=O)C2c2ccccc2)cc1 (stereo unspecified) | ?
Cc1[nH]c2ccccc2c1C(NS(=O)(=O)c1ccccc1)C(Cl)(Cl)Cl (stereo unspecified) | ?
O=S(=O)(c1ccccc1)c1nc(-c2ccc(Cl)cc2)oc1NCc1ccco1 | i
CC(C)COc1ccc(C(=O)OCCN2CCOCC2)cc1 | i
COc1ccc(/C=C/C#N)cc1 | i
CCCCNc1ncc2cc3ccccc3nc2c1C#N | ?
CCOC(=O)c1c(NC(=O)c2cc(C)on2)sc(C)c1C | i
CC(=O)N[C@H]1CC[C@]2(C)CC[C@@H]([C@H](C)C(=O)NC(C)(C)C)[C@H](O)[C@H]2[C@@H]1C | i
O=C(Nc1ccc(Br)cc1)c1cccc(S(=O)(=O)N2CCOCC2)c1 | i
Cc1nc2ccccc2c2c1C(=O)N(C1CCCCCCC1)C2=O | ?
CC(C)(O)C1CCC2(C)CCCC(C)(O)C2C1 (stereo unspecified) | i
Cc1ccc2oc(-c3ccc(NC(=O)c4cccnc4)cc3O)nc2c1 | i
CC(=O)CSc1nc2sc3c(c2c(=O)n1-c1ccccc1)CCC3 | ?
O=C(NCCCN1CCN(c2ccc(F)cc2)CC1)C1CCCN1c1nnc(N2CCCC2=O)s1 (stereo unspecified) | i
CC(=O)N1c2ccccc2NC2=C(C(=O)CCC2)C1c1ccc(C)cc1 (stereo unspecified) | i
O=C(NCC1CCN(Cc2ccc3nonc3c2)C1)c1ccccn1 (stereo unspecified) | ?
Cc1ccc(OCC(O)CN2CC(C)CC(C)C2)c(C)c1 (stereo unspecified) | i
CCOc1ccc(N(CC(=O)N2CCOCC2)S(=O)(=O)c2ccc(OC)c(OC)c2)cc1 | i

Two of the compounds above, field by field.
mol: COc1ccc(/C=C/C#N)cc1
  ST2 inh = i
mol: CCCCNc1ncc2cc3ccccc3nc2c1C#N
  ST2 inh = ?

Given field by field: four of the compounds above
CC(C)COc1ccc(C(=O)OCCN2CCOCC2)cc1
  ST2 inh = i
COc1ccc(/C=C/C#N)cc1
  ST2 inh = i
CCCCNc1ncc2cc3ccccc3nc2c1C#N
  ST2 inh = ?
CCOC(=O)c1c(NC(=O)c2cc(C)on2)sc(C)c1C
  ST2 inh = i

Other structures:
structure | ST2 inh
CCC1Oc2ccccc2N(CC(=O)NCCN(CC)CC)C1=O (stereo unspecified) | i
CCCCN1CC(COc2ccccc2)OC1=O (stereo unspecified) | ?
Cc1ccc(Cl)cc1NC(=O)c1cnc2scc(C)n2c1=O | i
COc1cccc(C(=O)N2C(C(=O)O)CSC2c2ccccc2Cl)c1 (stereo unspecified) | i
COc1cc2c(cc1NC(=O)c1ccccc1Cl)oc1ccccc12 | i
O=C1O/C(=C/C=C2/OC(=O)c3ccccc32)c2ccccc21 | i
O=C1NCCc2c1[nH]c1ccc([N+](=O)[O-])cc21 | 30.0%*
Fc1ccc(N2CCN(Cc3cccs3)CC2)cc1 | ?
CC1CCCN(C(=O)CN2CCCN(Cc3cccc(Cl)c3)S2(=O)=O)C1 (stereo unspecified) | ?
O=C(Nc1ccccc1)c1oc2ccccc2c1Cl | i
Nc1c(C(=O)Nc2ccc(Br)cc2)nnn1Cc1ccc(F)cc1 | i
CN1CCC(NC[C@H]2O[C@@H](CO)[C@@H](O)[C@H]2N2CCOCC2)CC1 | i
Cc1cc(C)n(CCCC(=O)N2CCO[C@@H]3CCCC[C@H]32)n1 | ?
O=C(Nc1ccc2c(c1)OCO2)c1noc2c1CCc1ccccc1-2 | i
COc1ccc(N2CCN(C(=O)c3csc4c3CCCC4)CC2)cc1 | ?
CCc1ccc(S(=O)(=O)N2CCN(c3nc(C)cc(N(C)C)n3)CC2)cc1 | i
Oc1cccc(Nc2nc(-c3ccncc3)cs2)c1 | ?
O=C1CCCN2N=C(SCC(=O)NCCc3ccccc3)SC2=N1 | i
O=C(NCc1ccc(F)cc1)c1cc(-c2ccc(F)cc2)on1 | i
CCN1Cc2ccccc2CC1C(=O)N(CCO)Cc1ccco1 (stereo unspecified) | i
Cc1cc(C(F)(F)F)nc(NCc2ccco2)n1 | i
COc1ccc(C2=NN(S(=O)(=O)c3ccccc3)C(c3ccc(C)cc3)C2)cc1OC (stereo unspecified) | i
Nc1ncnc(N2CCN(Cc3ccccc3)CC2)c1[N+](=O)[O-] | i
COC(=O)c1sc2ccccc2c1NC(=O)c1cc2ccccc2oc1=O | i
CSc1nc2n(n1)C(c1cccc(F)c1)C(C(=O)Nc1ccc(C)cc1C)=C(C)N2 (stereo unspecified) | i
CCN(CC)c1ccc(C2Oc3nc(SC)nnc3-c3ccccc3N2C(C)=O)c(OC)c1 (stereo unspecified) | 36.0%*
COc1cc(NC(=O)NCCc2nc3cccnc3n2C2CCCCC2)cc(OC)c1OC | i
O=C(O)c1cccnc1CN(CCO)C12CC3CC(CC(C3)C1)C2 | i
COc1cc(NC(=O)c2ccc(Cl)c(Cl)c2)c(OC)cc1Cl | i
Cc1nc2ccc3nc(NC(=O)CN4C(=O)c5ccccc5C4=O)sc3c2s1 | ?
CC(=O)Nc1ccccc1C1(C)CC1 | i
COC(=O)c1ccc(-c2nccn2C(Cc2ccco2)C(=O)O)cc1 (stereo unspecified) | i
CC(=O)c1cc2c(cc1NC(=O)c1ccc(Cl)cc1)OCCO2 | i
COc1ccc(CN2CCSCC2)c(C)c1C | i
CC(C)(C)C1CCC(OC(=O)CN2CCCCC2)CC1 (stereo unspecified) | ?
COc1ccc(-c2cc(-c3c(O)ccc4ccccc34)[nH]n2)cc1 | i
COc1cc(NC(=O)CNCc2cc(F)ccc2F)ccc1Cl | ?
O=C(CN1N=NC2C(=O)N(c3ccccc3)C(=O)C21)Nc1cccc(Cl)c1 (stereo unspecified) | i
Cc1nc2ccc(C(=O)N3CCCC(CO)(CCc4ccccc4)C3)cc2nc1C (stereo unspecified) | i
Cn1c(=O)c2c(nc(Oc3ccc(Cl)cc3)n2Cc2cccc(F)c2)n(C)c1=O | i
CCC(C)NC(=O)c1cc2c(=O)n3ccccc3nc2n1C (stereo unspecified) | i
Cc1ccccc1OCC(=O)O | i
N#CC1=C(N)OC2=C(C(=O)CCC2)C1c1c[nH]c2ccccc12 (stereo unspecified) | ?
COc1ccc2c(C)c(CC(=O)N[C@@H]3C[C@@H](CO)N(C)C3)c(=O)oc2c1 | ?
Cc1cc(=O)oc(C)c1C(=O)NCc1ccc(F)cc1 | ?
Cc1ccc(-c2ccc(C(=O)N3CCC(CCC(=O)NC4CC4)CC3)cc2)o1 | i
O=C1CSc2ccccc2N1Cc1ccc(F)cc1 | i
Cc1ccccc1C1=N/C(=C\c2ccc(N(C)C)cc2)C(=O)O1 | 40.0%*
O=C(c1cc(Cl)ccc1OC1CCN(C2CCCC2)CC1)N1CCSCC1 | i
O=C(NCCCNc1ccc([N+](=O)[O-])cc1)c1cc2ccccc2o1 | i
Cc1ccc(S(=O)(=O)N(CC(=O)Nc2ccc(S(N)(=O)=O)cc2)C2CCCCC2)cc1 | i
COc1cc2c(C(=O)N3CCN(c4ccccn4)CC3)cn(CC(C)C)c(=O)c2cc1OC | i
Cc1csc(C(C)N(C)C(=O)CC2(c3ccccc3)CC(=O)N(Cc3ccncc3)C2=O)n1 (stereo unspecified) | i
O=S(=O)(NCc1nc2cccnc2n1Cc1ccccc1Cl)c1ccccc1 | i
Cc1c(C(=O)N2CCOC3(CNCCOC3)C2)n(C)c2c(C)cccc12 (stereo unspecified) | i
CCOc1nc(Nc2ccccc2)nc(NC2CCCC2)n1 | ?
C=CCn1c(SCC(=O)NCc2ccc3c(c2)OCO3)nc2sc3c(c2c1=O)CCC3 | i
Cc1cc(C(F)(F)F)c(C#N)c(SCC(=O)O)n1 | i
COc1ccc(OC)c(C2C3=C(CC(C)(C)CC3=O)Nc3ccccc3N2C(=O)C(F)(F)F)c1 (stereo unspecified) | i
C=CCOc1ccc(C=Nc2ccccc2OC)c(OCC=C)c1 | ?

Continued.
structure | ST2 inh
CCC(NS(=O)(=O)c1ccc(Cl)c(OC)c1)C12CC3CC(CC(C3)C1)C2 (stereo unspecified) | i
COc1cc(C(=O)N2CCCN(c3ccncc3C)CC2)nc(OC)n1 | i
O=C(NCCc1cnccn1)c1cn(Cc2ccccc2Cl)nn1 | i
CCn1cnnc1CCNC(=O)c1occc1C | i
Cc1cc2c(c(-c3ccc(S(N)(=O)=O)cc3F)c1)OC(CN)C2 (stereo unspecified) | i
COc1cccc(OCC(O)CN2CCN(c3ccccc3)CC2)c1 (stereo unspecified) | i
O=C(CC1Sc2ccccc2NC1=O)Nc1ccccc1F (stereo unspecified) | i
O=c1c(Cl)c(NC2CCCCC2)cnn1-c1ccccc1 | i
COc1cc2c(cc1OC)C(C(=O)N1CCCCCC1)C(c1cccs1)N(C)C2=O (stereo unspecified) | i
COc1ccc(-c2nn(-c3ccccc3)cc2C(N)=O)cc1 | i
Cc1nc(-c2cccc(S(=O)(=O)N3CCCC4(CCNC4)C3)c2)no1 (stereo unspecified) | i
O=C(c1cccc(Br)c1)N1CCN=C1SCc1cccnc1 | i
CCCCC1=NN(C(=O)c2ccccc2Br)C(O)(C(F)(F)F)C1 (stereo unspecified) | i
O=C(O)CCc1ccc(-c2ccc(F)cc2)o1 | i
Cc1ccc(C)c(NC(=O)C(=O)NCc2ccc3c(c2)OCO3)c1 | i
CCOc1cccc(C(=O)Nc2ccc(NC(=O)c3cc4ccccc4o3)c(OC)c2)c1 | ?
Cc1ccccc1CSc1nnc(Cc2cc(=O)[nH]c(=O)[nH]2)n1-c1ccccc1 | i
COc1cccc(CN2CCCC(O)(CNC3Cc4ccccc4C3)C2=O)c1 (stereo unspecified) | ?
COc1ccc(OC)c(NC(=O)CN(C)S(=O)(=O)c2ccc(Br)cc2)c1 | i
c1ccc(Cc2n[nH]c(CSc3ccccc3)n2)cc1 | i
O=C1NCC(=O)N2CCc3ccccc3C12 (stereo unspecified) | i
Fc1ccc(C(c2ccc(F)cc2)N2CCN(C/C=C/c3ccccc3)CC2)cc1 | ?
COc1ccc(NC(=O)c2ccccc2C)c([N+](=O)[O-])c1 | ?
Cc1nc(CN2CCN(c3nccc(C4CCCC4)n3)CC2)no1 | i
Cc1cc(C)cc(NC(=O)CSc2nnc(Cc3cc(=O)[nH]c(=O)[nH]3)n2-c2ccccc2)c1 | ?
CN1Cc2ccccc2CC1C(=O)NCc1cc2ccc(F)cc2[nH]c1=O (stereo unspecified) | i
c1csc(-c2nccn2Cc2ccccc2-n2cccn2)c1 | i
CCOC(=O)N1CCC(NC2CCN(c3cccc(NC(=O)CC4CCCC4)c3)CC2)CC1 | ?
COc1ccc(C(O)(C#Cc2ccccc2)c2ccccc2)cc1 (stereo unspecified) | i
O=C(Cn1c(NCCCO)nc2ccccc21)c1ccc(Br)cc1 | i
c1ccc(N2CCN(c3ncnc4nc[nH]c34)CC2)cc1 | i
Cc1ccc(Cc2c(C)nc3nc(SCC(=O)NCc4ccco4)nn3c2C)cc1 | i
CCCCn1c(C(C)NC(=O)COc2ccccc2)nc2ccccc21 (stereo unspecified) | i
COc1ccc(-c2[nH]nc3c2C(c2ccc(SC)cc2)C(C#N)=C(N)O3)cc1 (stereo unspecified) | ?
C=C(CC[C@@H](C)[C@H]1CCC2(C)C3=C(C[C@H](O)[C@]12C)[C@@]1(C)CC[C@@H](OC(=O)CC(=O)O)C(C)(C)C1CC3)[C@@H](C)C(=O)O (stereo partly specified) | i
Cc1ccc(CNC(=O)CN2CCCN(Cc3cccc(F)c3)S2(=O)=O)cc1 | i
N#C/C(=C\Nc1ccc(F)cc1)c1nc(-c2cc3ccccc3oc2=O)cs1 | ?
CS(=O)(=O)N(CC(=O)Nc1cccc(Cl)c1)c1ccccc1Cl | i
CCn1cncc1CNC(=O)c1cnn2cc(C)cnc12 | ?
CN1CCN(c2nc3c(c(=O)n(C)c(=O)n3C)n2CCSc2ncccn2)CC1 | i
CCCCOc1ccc(C2C(C(=O)Nc3ccccc3OC)=C(C)Nc3nnnn32)cc1OC (stereo unspecified) | i

Screens from PubChem.
